# AID inhibitor: Primary qHTS assay for inhibitors of Activation Induced Cytidine Deaminase (AID): AID signal; Single-stranded DNA cytosine deaminase (Homo sapiens), Q9GZX7; AID deamination FRET fluorescence, UDG-coupled, 4 h; Potency, µM (series often up to 115 µM), for inactives: at the highest dose activity change, negative = inhibition, hits mostly inhibitors; 0.32% of 91,000 active; AID 1347428, 2020; note: nearly all actives have a fitted effect of over 25% in size
# Target sequence (Q9GZX7 whole entry, looked up): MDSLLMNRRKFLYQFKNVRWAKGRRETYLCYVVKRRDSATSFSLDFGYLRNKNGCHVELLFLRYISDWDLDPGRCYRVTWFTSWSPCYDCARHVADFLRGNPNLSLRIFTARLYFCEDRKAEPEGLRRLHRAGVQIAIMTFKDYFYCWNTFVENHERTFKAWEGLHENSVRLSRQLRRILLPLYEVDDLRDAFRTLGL
# UDG counterscr: Primary qHTS assay for inhibitors of Activation Induced Cytidine Deaminase (AID): UDG Counterscreen signal | Uracil-DNA glycosylase | FRET deamination/UDG coupled assay, UDG read, 4 h | Potency, µM (top dose mostly 115 µM), without a hit: at the highest dose activity change, negative = inhibition, usual class: inhibitors | 0.14% of 91,000 active; note: nearly all actives have a fitted effect of over 65% in size
# * = called active by the depositor; u = inconclusive; [ ] = remark or other dose. Calls come from the whole dose curve; as a rule, active = well fitted curve in the direction sought with a large enough effect; inconclusive = small, poorly fitted or top-dose-only effect, or another doubt; inactive = no such curve, though single readings can be large; an effect the other way counts as inactive or inconclusive. % is set by controls: 0 for no effect and ±100 for the full control effect; potency is the fitted concentration of half-maximal effect. Some of the compounds tested, so the mix of outcomes need not match the whole.
SMILES,AID inhibitor,UDG counterscr
COc1cc2oc(=O)c(CC(=O)NC3CC3)c(C)c2cc1Cl,-3%,6%
CCN(CC)CCNC(=O)c1cc(-c2ccc(Br)s2)nc2ccccc12,u,-12%
O=C(Nc1ccc(SC2CCCC2)cc1)C1CCCC1,-9%,-6%
O=C(CCC(=O)c1ccc(Cl)cc1)OCC(=O)c1ccc(-c2ccccc2)cc1,49%[activator],4%
Cc1ccc2nc(-c3ccc(NC(=O)c4ccc(S(C)(=O)=O)cc4)cc3)sc2c1,-8%,-6%
CCSc1ncc(Cl)c(C(=O)N2CCN(c3ccccc3OC)CC2)n1,-15%,u
CC(C)c1ccc(C2C(C#N)=C(N)OC3=C2C(=O)CC(C)(C)C3)cc1 (configuration not stated),-3%,-8%
COc1cc(NS(=O)(=O)c2ccc(C)cc2)cc2sc(NC(=O)c3ccccc3)nc12,5%,3%
CCc1ccc2occ(CC(=O)Nc3ccccc3C(F)(F)F)c2c1,0%,-13%
CCOc1ccc(-c2nc(CSCC(=O)N3CCN(c4cccc(C(F)(F)F)c4)CC3)c(C)o2)cc1,32µM*,29%
Cc1nc2nc(SCc3ccc(F)cc3Cl)nn2c(C)c1Cc1ccccc1,u,-6%
CS(=O)(=O)N(CCCC(=O)Nc1ccc(Br)cc1F)c1ccccc1,-2%,-2%
O=C(O)C/C(=C/c1ccccc1OC(F)F)c1nc2ccccc2s1,12%,4%
Cc1cccc2sc(N(Cc3cccnc3)C(=O)c3ccco3)nc12,-18%,3%
Cc1ccc(C)c(Cn2c(=O)cc(C)c3c(C)nn(C)c32)c1,u,u
Cc1ccc(-c2cn(-c3cccc(Cl)c3)c(S(=O)(=O)CC(=O)Nc3cccc(C)c3)n2)cc1,u,u
O=C(CSCC(O)c1ccccc1)NC(=O)NCC(F)(F)F (configuration not stated),0%,9%
Cc1ccc(S(=O)(=O)N2CCN(Cc3nc4ccc(C)cc4o3)CC2)cc1,62%,-17%
COc1ccccc1C(=O)Nc1ccc2nc(N3CCC(C)CC3)cc(C)c2c1,u,-18%
Cc1ccc(Cc2c(C)nc3nc(SCC(=O)NC(C)c4ccccc4)nn3c2C)cc1 (configuration not stated),u,-18%
COc1ccc(C(=O)Nc2ccccc2C(=O)Nc2ccccc2)cc1Br,4%,4%
COc1cc(Cl)c(C)cc1NC(=O)c1cnc(N2CCOCC2)c2ccccc12,6%,46%[activator]
CC(=O)Nc1nonc1-c1nnc(SCC(=O)Nc2cccc(F)c2)n1-c1ccccc1,6%,9%
O=C(Nc1cccc(C(F)(F)F)c1)Nc1cccs1,5%,-5%
CC(C)(C)c1cc(C=O)cc(C(C)(C)C)c1O,0%,-18%

# (further entries)
SMILES,AID inhibitor,UDG counterscr
C=CCNC(=O)NC(=O)CSc1nc(C2CC2)nc2ccccc12,0%,8%
O=C(OCc1cccc(Cl)c1)c1ccccc1F,2%,7%
Cc1nc2cc(NC(=O)c3nn(Cc4ccccc4)c(=O)c4ccccc34)ccc2o1,7%,-8%
Cc1nc(-c2ccc(C)c(N3CCN(C(=O)Nc4ccc(Br)cc4)CC3)c2)no1,-21%,-13%
CC(C)C(=O)NC1CCC(c2ccccc2)CC1 (configuration not stated),-4%,6%
O=C(CSc1nc2c(cnn2-c2ccc(F)cc2)c(=O)[nH]1)Nc1ccc(Br)cc1,-23%,-22%
CC(C)NC(=O)C1CCC(Cn2c(=O)c3sccc3n(Cc3ccc(F)cc3)c2=O)CC1 (configuration not stated),-5%,3%
C=CCNC(=O)COC(=O)c1cc(-c2ccc(C)o2)nc2ccccc12,0%,-1%
CC(=O)c1ccc(N2CCN(C(=O)C3CCN(S(=O)(=O)c4ccc(Br)s4)CC3)CC2)cc1,13%,-10%[57.5 µM]
Cc1ccc(C(=O)/C(=C\c2ccc(Cl)cc2)c2nc3ccccc3o2)cc1,-5%,0%
Cc1cc(C)n(-c2cc(NC3CCCCCC3)ncn2)n1,-15%,2%
COC(=O)c1ccccc1C(=O)O,4%,7%
CCNC(=O)COc1ncnc2ccc(Br)cc12,-5%,-4%
O=C(NC1Cc2ccccc2C1)c1ccccc1,-6%,0%
Cc1cccc(C(=O)NNC(=S)NC(=O)/C=C/c2cccs2)c1,-7%,-5%
COc1cccc(CNC(=O)CCC(=O)N2CC(C)Sc3ccccc32)c1 (configuration not stated),-11%,1%
CCCCN(C)S(=O)(=O)c1ccc(C(=O)Nc2sc3c(c2C(=O)OCC)CCN(C(C)C)C3)cc1,u,-18%
COc1cc(/C=C/C(=O)O)cc(Br)c1OC,7%,0%
CC(C)C(=O)Nc1ccc(N(C)C)cc1,6%,-13%
O=C(COc1ccc(Cl)cc1)Nc1nnc(S(=O)(=O)N2CCCCCC2)s1,25%,-3%[57.5 µM]
CCC(Sc1ncc(S(=O)(=O)c2ccc(C)cc2)c(=O)[nH]1)C(=O)Nc1cc(C)ccc1C (configuration not stated),-14%,2%
CC(CNC(=O)c1ccc2c(c1)nc1n2CCCC1)c1ccccc1 (configuration not stated),-8%,-4%
O=C(CSc1nnc2ccc(-c3ccccn3)nn12)N1CCN(c2ccccc2)CC1,-7%,6%
Cc1ccc(C)c(N2CCN(C(=O)CCCn3ncn4c(cc5occc54)c3=O)CC2)c1,u,1%
O=C(CCCn1c(=O)oc2ccccc21)Nc1ccc(-c2nnc3n2CCCCC3)cc1,-9%,0%

# The listing continues:
SMILES,AID inhibitor,UDG counterscr
CC(=O)Nc1nonc1-c1nnc(SCc2cccc(Br)c2)n1C,-9%,10%
CCCNC(=O)c1cc(C)nc2ccccc12,5%,-5%
COc1ccccc1C1CC(=O)NC(C)=C1C(=O)OC1CCCCCC1 (configuration not stated),10%,4%
COc1ccc(CNc2nc3c(-c4ccc(C)cc4)nnn3c3ccccc23)cc1,16%,6%
Cc1nc2cc(C(=O)NCCC3=CCCCC3)ccc2n1-c1ccc(Br)cc1,u,-7%
N#Cc1ccc(CSc2nccc(C(F)(F)F)n2)cc1,-9%,-1%
COc1ccccc1NC(=O)c1sc2nc(C)c(C(=O)Nc3ccc(C)cc3C)c(-c3ccc(C)o3)c2c1N,125%[activator],4%
COc1ccccc1C(=O)N1CCN(c2oc(-c3cccc(C)c3)nc2C#N)CC1,-25%,u
Cc1ccc(NCc2cccn2-c2nnc(N3CCC(C(=O)NC(C)C)CC3)s2)cc1,8%,-3%
CCOc1ccc(-c2cc(-c3nc(-c4cc(OC)c(OC)c(OC)c4)no3)[nH]n2)cc1Cl,-30%,-20%
CCC(C)NC(=O)Cc1ccc2c(c1)CCCC2 (configuration not stated),4%,10%
Cc1ccc2nc(Nc3nc(C(C)C)cc(=O)[nH]3)nc(C)c2c1,-15%,-2%
COc1ccc(/C=C/c2ccc3cc(C)ccc3n2)cc1O,32%[activator],0%
COc1cccc(OC(=O)c2ccc(Cl)cc2Cl)c1,0%,-4%
CCOc1ccc(NC(=O)CC2Sc3ccccc3NC2=O)cc1 (configuration not stated),-16%,-6%
O=C(Nc1ccc(Oc2ccccc2)cc1)c1ccc[n+]([O-])c1,3%,3%
CC(C)CCNc1nc(C(=O)Nc2ccc(Cn3cncn3)cc2)cs1,-13%,-4%
OCCN(CC#CCC(O)(c1ccccc1)c1ccccc1)Cc1ccccc1,-6%,-7%
O=S(=O)(/C=C/CN1CCOCC1)c1ccc2ccccc2c1,1%,7%
CCOC(=O)c1c(S(=O)(=O)N2CCCC(C(=O)NCc3ccc(Cl)cc3)C2)c(C)n(C)c1C (configuration not stated),4%,24%
Cc1ccc(Cn2c(C)c3cnn(CC(=O)NCc4ccccc4)c(=O)c3c2C)cc1,0%,-2%
CCOc1ccc(S(=O)(=O)NCc2ccccn2)cc1C,-3%,-2%
COc1ccc(CN2COc3ccc4c(-c5ccc(OC)cc5)cc(=O)oc4c3C2)cc1,5%,15%
Cc1ccc(SCc2nc(-c3ccc(C(=O)NCC(C)c4ccccc4)cc3)oc2C)cc1 (configuration not stated),u,u
CCOc1ccc(/C=C/C(=O)Nc2cccc3cccnc23)cc1OCC,5%,-5%

# (list continues)
SMILES,AID inhibitor,UDG counterscr
CCCOc1ccc(Br)cc1/C=C(/C#N)C(=O)OC,-15%,0%
CN1C(=O)Cc2cc(-c3csc(Nc4ccccc4)n3)ccc21,14%,-11%
CC1CN(C)CC(C)C1=O (configuration not stated),4%,3%
COc1cccc(NC(=O)CCCN(c2ccc(Cl)cc2)S(C)(=O)=O)c1,-5%,-1%
O=C(O)c1cc(Cl)ccc1Br,3%,2%
Cc1ccc(SCc2cc(=O)oc3c(C)c(C)ccc23)cc1,-4%,1%
Nc1nc(N2CCN(Cc3ccccc3Cl)CC2)c2[nH]cnc2n1,-8%,3%
Cc1ccc([N+](=O)[O-])cc1NS(=O)(=O)c1cccs1,-4%,-2%
CC(=O)c1ccc(NC(=O)NCCNc2ccc(C#N)cn2)cc1,2%,6%
Cn1ccnc1C(OC(=O)CC12CC3CC(CC(Br)(C3)C1)C2)C(F)(F)F (configuration not stated),2%,3%
Cc1cc(C)c2oc(C(=O)NCC(c3cccs3)N3CCOCC3)cc(=O)c2c1 (configuration not stated),-5%,-2%
Cc1ccnc(N/C=C(/Cl)C(=O)C(F)(F)F)c1,-4%,-1%
CCN(CC(=O)Nc1ccccc1C(F)(F)F)C(=O)Cc1ccc2ccccc2c1,-22%,-2%
CCc1ccc(C(=O)C(C)OC(=O)c2ccc3c(c2)CCCC3)cc1 (configuration not stated),-5%,-4%
Cc1cccc(NC(=O)C2CCN(S(=O)(=O)c3ccc(F)cc3)CC2)c1C,-4%,0%
CCCCN(CCCC)CCNC(=O)c1cn(CC)c2ccc(S(=O)(=O)N(C)C3CCCCC3)cc2c1=O,u,-25%
O=C(Nc1cccc(-c2nc3cccnc3s2)c1)c1cccc(Br)c1,4%,4%
O=C(NCCc1ccc(Cl)cc1)c1nnc(Cc2ccc(Cl)cc2Cl)o1,-26%,-2%
CCOc1cccc(NC(=O)C2CC(=O)N(CC)C(=Nc3ccc(F)cc3)S2)c1 (configuration not stated),-18%,0%
COc1ccc(Oc2ccc(Oc3ccc(OC)cc3)cc2)cc1,0%,1%
Cc1cc(=O)n2[nH]c(NC(=O)c3cccc(Cl)c3)nc2n1,0%,-5%
CC(C)Cn1c(-c2ccncc2)nc2c1c(=O)[nH]c(=O)n2CC(C)C,3%,-1%
O=C(OCC(=O)c1c[nH]c2ccccc12)c1cc(S(=O)(=O)N2CCOCC2)ccc1F,-3%,1%
CCCCOc1ccc(/C=C/C(=O)c2ccc(OC)c(CSCC(=O)O)c2)cc1,-7%,8%
CC(C)(C)c1ccc(C(=O)NNc2ncnc3c2cnn3-c2ccccc2)cc1,-15%,-26%

# Further results follow:
SMILES,AID inhibitor,UDG counterscr
N#C/C(=C\c1ccc(F)cc1)S(=O)(=O)c1ccccc1,-21%,4%
CCC(=O)N1CCc2cc(S(=O)(=O)CCC(=O)NCc3cccc(OC)c3)ccc21,u,-22%
Cc1ccc(CCNC(=O)CCn2c(=O)c3cccn3c3ccc(F)cc32)cc1,2%,0%[57.5 µM]
COc1ccc(NC(=O)/C=C/c2ccc3ccccc3n2)c(OC)c1,8%,8%
O=C(CCCc1cccs1)N(Cc1cccnc1)C1CC1,-5%,1%
Cc1nc2ccc(C(=O)OCc3ccccn3)cc2nc1C,4%,3%
CCC(=O)Nc1cccc(C(=O)OCc2cc(=O)n3nc(CC)sc3n2)c1,0%,-1%
COC(=O)c1ccc(C(=O)OC)c(NC(=O)NCCn2c(-c3ccccc3)nc3ccccc32)c1,-13%,-12%
Cn1c(=O)c2c(SCC(=O)NCC3CCCO3)nc(-c3cccc(F)c3)nc2n(C)c1=O (configuration not stated),-1%,4%
Cc1ccc(C2CC(c3ccc4c(c3)OCO4)=NN2C(=O)CCC(=O)O)cc1 (configuration not stated),4%,5%
CCOC(=O)c1ccc(N2C(=O)c3n[nH]c(-c4ccco4)c3C2c2ccc(C(=O)OC)cc2)cc1 (configuration not stated),24%,1%
O=C(NC1CCCCC1)c1ccc2c(c1)sc1nc(-c3ccc(F)cc3)cn12,-1%,-4%
COc1ccc(C(=O)COc2ccc3c(c2)OCO3)cc1OC,-3%,-4%
CCOc1ccc(CCNC(=O)CCCc2cc(-c3ccc(OCC)cc3)on2)cc1,5%,-2%

# A draw from above in order of formula weight, ascending:
SMILES,AID inhibitor,UDG counterscr
CCCNC(=O)c1cc(C)nc2ccccc12,5%,-5%
COc1cccc(OC(=O)c2ccc(Cl)cc2Cl)c1,0%,-4%
Cc1ccc([N+](=O)[O-])cc1NS(=O)(=O)c1cccs1,-4%,-2%
COc1cc2oc(=O)c(CC(=O)NC3CC3)c(C)c2cc1Cl,-3%,6%
CC(CNC(=O)c1ccc2c(c1)nc1n2CCCC1)c1ccccc1 (configuration not stated),-8%,-4%
O=C(O)C/C(=C/c1ccccc1OC(F)F)c1nc2ccccc2s1,12%,4%
CCOc1ccc(/C=C/C(=O)Nc2cccc3cccnc23)cc1OCC,5%,-5%
CC(C)(C)c1ccc(C(=O)NNc2ncnc3c2cnn3-c2ccccc2)cc1,-15%,-26%
O=C(Nc1cccc(-c2nc3cccnc3s2)c1)c1cccc(Br)c1,4%,4%
CS(=O)(=O)N(CCCC(=O)Nc1ccc(Br)cc1F)c1ccccc1,-2%,-2%
CCC(=O)N1CCc2cc(S(=O)(=O)CCC(=O)NCc3cccc(OC)c3)ccc21,u,-22%
CC(C)NC(=O)C1CCC(Cn2c(=O)c3sccc3n(Cc3ccc(F)cc3)c2=O)CC1 (configuration not stated),-5%,3%
CCOC(=O)c1ccc(N2C(=O)c3n[nH]c(-c4ccco4)c3C2c2ccc(C(=O)OC)cc2)cc1 (configuration not stated),24%,1%
CCC(Sc1ncc(S(=O)(=O)c2ccc(C)cc2)c(=O)[nH]1)C(=O)Nc1cc(C)ccc1C (configuration not stated),-14%,2%
CCCCN(C)S(=O)(=O)c1ccc(C(=O)Nc2sc3c(c2C(=O)OCC)CCN(C(C)C)C3)cc1,u,-18%
